High-throughput results deposited in PubChem by several laboratories.
Rad51 HR inh: human RAD51 strand exchange inhibitors, primary screen, biochemical, fluorescence. DNA repair protein RAD51 homolog 1 (Homo sapiens), Q06609. hRad51 DNA strand exchange, fluorescence dequenching. 200,000 compounds, 0.085% hits. inhibition, % at 10 µM;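 active means inhibition above 40% at the single screening dose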;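 further: 0% = DMSO control wells and 100% = blanks with heterologous ssDNA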
Target sequence (Q06609 whole entry, looked up): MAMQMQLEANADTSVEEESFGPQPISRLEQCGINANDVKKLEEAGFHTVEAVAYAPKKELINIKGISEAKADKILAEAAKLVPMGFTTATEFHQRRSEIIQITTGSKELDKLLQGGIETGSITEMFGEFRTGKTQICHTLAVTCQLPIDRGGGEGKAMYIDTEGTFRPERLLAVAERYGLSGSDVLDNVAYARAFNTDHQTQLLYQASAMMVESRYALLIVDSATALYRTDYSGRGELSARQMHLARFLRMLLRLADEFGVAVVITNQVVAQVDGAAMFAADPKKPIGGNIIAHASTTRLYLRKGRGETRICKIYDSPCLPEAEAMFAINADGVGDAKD
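material = hRad51 filaments on single-stranded DNA | timing = filaments 15 min 37 °C, then compound 30 min | signal = FRET fluorescence dequenching, excitation 485 nm, emission 520 nm | benchmarks = control wells and blank wells on each plate | evaluation = percent inhibition relative to plate controls and blanks | compound = 10 µM final, single point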
PERK inh: block of dimerizer-induced PERK translation repression, primary screen, PERK inhibitor project, CHO PERK-DD cells, SEAP luminescence, HTS. AID 1416, 2008. inhibition, % at 5.6 µM. Eukaryotic translation initiation factor 2-alpha kinase 3 (Homo sapiens), Q9NZJ5. CHO PERK-DD fusion, SEAP luminescence translation reporter. 220,000 compounds, 0.17% hits;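 active means inhibition above the mean inhibition of all tested compounds plus 3 SD, set separately per screening campaign, cut at about 2.9% in these data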;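 further: PERK kinase domain activated by AP20187 dimerizer at 100 nM; 0% = DMSO with dimerizer and 100% = rapamycin at 8.4 µM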
m-calpain inh: inhibitors of pig calpain II, primary screen, biochemical, fluorogenic peptide substrate, 1536-well; purified calpain II, 30 min; inhibition, % at 16 µM; 220,000 compounds, 0.37% hits;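 active means inhibition above about 50%, limit read from the data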
L929 necroptosis: inhibitors of zVAD-triggered necroptosis, primary screen, L929 cells. L929 zVAD necroptosis rescue, ATP luminescence, 24 h; with zVAD 60 µM. viability rescue, % at 10 µM. 220,000 compounds, 0.38% hits. AID 1377, 2008;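 active means activation, scaled between plate controls, above about 75%, limit read from the data; inactive means activation under that limit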;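 further: 0% = zVAD with DMSO and 100% = DMSO alone without zVAD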
EBV gp42 inh: Epstein-Barr virus gp42 inhibitors, primary screen, biochemical, uHTS, fluorescence polarization; Glycoprotein 42 (Epstein-Barr virus (strain AG876)), Q1HVG2; Fluorescence polarization binding assay, mP read-out; inhibition, % (tested at 21.74 µM); 220,000 compounds, 0.42% hits; AID 1085, 2008; in the data active means inhibition above about 50%
Target sequence (Q1HVG2 whole entry, looked up): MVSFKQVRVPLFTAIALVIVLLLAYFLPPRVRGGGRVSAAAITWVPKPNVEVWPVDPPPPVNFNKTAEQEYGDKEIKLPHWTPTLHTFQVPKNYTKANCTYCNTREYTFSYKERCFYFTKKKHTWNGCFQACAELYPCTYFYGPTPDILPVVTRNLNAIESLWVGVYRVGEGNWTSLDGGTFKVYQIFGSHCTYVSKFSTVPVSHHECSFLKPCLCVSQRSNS
KCC2 mod: KCC2 cotransporter modulators, thallium flux, primary screen, cell-based, HEK293 KCC2, FluoZin-2 fluorescence, MLSMR; KCC2 cells, thallium flux FluoZin-2 fluorescence; B-score of Tl+ flux slope (higher = more flux/activation; lower = inhibition) at 10 µM; 190,000 compounds, 2.2% hits;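 active means thallium flux slope and its plate-corrected score both differing from the plate sample mean at a set confidence after two filtering rounds, in either direction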;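 further: slope of fluorescence scaled to starting intensity during 10 to 20 s after thallium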
Mdm2 ligase inh: MDM2-luciferase reporter signal enhancers, primary screen, MDM2 E3 ligase inhibitor project, cell-based, luminescence, 1536-well; signal enhancement, % at 5 µM; cell-based MDM2 ubiquitination luciferase reporter, 2 h; 0 = plate control, 100 = twice control, blank-subtracted; E3 ubiquitin-protein ligase Mdm2 (Homo sapiens), Q00987; 210,000 compounds, 0.11% hits; AID 1230, 2008;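 active means signal enhancement of 30% or more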;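 further: luminescence tracks abundance of the self-degrading MDM2-luciferase fusion protein; higher signal means inhibition of MDM2 E3 ligase activity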
Target sequence (Q00987 whole entry, looked up, the tested form may be a part): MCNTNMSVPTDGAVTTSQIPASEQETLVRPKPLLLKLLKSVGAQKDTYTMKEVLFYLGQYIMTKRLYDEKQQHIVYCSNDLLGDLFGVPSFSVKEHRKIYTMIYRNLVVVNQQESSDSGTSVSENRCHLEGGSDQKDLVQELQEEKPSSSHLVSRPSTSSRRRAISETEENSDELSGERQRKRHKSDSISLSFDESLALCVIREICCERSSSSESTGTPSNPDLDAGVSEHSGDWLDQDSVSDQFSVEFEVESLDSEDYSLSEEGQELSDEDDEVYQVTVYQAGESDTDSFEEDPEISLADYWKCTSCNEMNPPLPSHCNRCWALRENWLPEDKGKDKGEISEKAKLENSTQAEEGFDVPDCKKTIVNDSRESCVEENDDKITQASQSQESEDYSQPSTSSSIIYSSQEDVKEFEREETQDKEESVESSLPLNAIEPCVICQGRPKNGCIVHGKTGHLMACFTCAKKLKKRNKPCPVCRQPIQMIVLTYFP
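Assay system: stable mammalian line carrying autodegrading MDM2–luciferase fusion reporter; amount: 2000 cells seeded into each well; buffer or medium: DMEM; benchmarks: plate control and blank wells; signal: luciferase luminescence; timing: 2 h compound exposure at 37 °C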
eIF4E 4G PPI: eIF4E–eIF4G protein interaction inhibitors, primary screen, biochemical, uHTS, TR-FRET, eIF4GI fragment; Eukaryotic translation initiation factor 4E (Mus musculus) + Eukaryotic translation …; TR-FRET eIF4E-eIF4GI(517-606) binding, 2 h; inhibition, % at 21.7 µM; 220,000 compounds, 0.37% hits; AID 782, 2007;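 active means inhibition above about 30%, limit read from the data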;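 further: 0% = full FRET control wells and 100% = background wells lacking eIF4GI fragment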
TNF death inh: inhibitors of TNF-alpha triggered necroptosis, primary screen, cell-based, Jurkat FADD-/-, single concentration. Jurkat FADD-/- TNF necroptosis rescue, ATP luminescence, 24 h; 0 = TNF only, 100 = no-TNF cells. activation (protection from cell death), % at 10 µM. 220,000 compounds, 0.068% hits;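 active means activation, meaning protection from cell death, of at least 50% relative to plate controls; inactive means activation below 50%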;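 further: necroptosis triggered by 40 ng/mL TNF-alpha added together with compound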
The depositor's hits bear a star; nt = no result given; [ ] = another dose, or the depositor's remark.

SMILES	Rad51 HR inh	PERK inh	m-calpain inh	L929 necroptosis	EBV gp42 inh	KCC2 mod	Mdm2 ligase inh	eIF4E 4G PPI	TNF death inh
COC(=O)c1cc(OC)c(OC)cc1NC(=O)c1ccco1	-5	-1.0	8	42	-24	0.049	-22	-2[fluorescence artefact?]	-1.8
O=C(NNc1ccccc1F)c1ccccc1	20	5.0*	-15	-1.4	-12	0.77	-9	2	-1.6
Cc1ccccc1-c1ccc(=O)n(CC(=O)Nc2ccc(N3CCOCC3)cc2)n1	-3	1.2	10	0.6	7	0.23	-22	15	2.3
O=C(Nc1nc(-c2ccccc2)cs1)Nc1ccc(F)cc1F	0	-0.7	-6	6.1	12	-0.29	-8	-2	1.6
NS(=O)(=O)c1cc(C(=O)OCC(=O)NC2CC2)ccc1Cl	-1	0.7	-25	-1.0	-3	0.0045	-12	-1	-0.5
CC(C)(C)NC(=O)NC(=O)COC(=O)CNS(=O)(=O)c1ccc(Br)cc1Cl	-3	0.3	20	-0.1	-9	-0.52	-13	2	-0.4
COc1ccc(CNC(=O)c2sc3nc4c(c(C(F)(F)F)c3c2N)CCC4)cc1OC	-3	-0.2	-42	0.8	-1	0.044	-2	1[fluorescence artefact?]	1.0
Cn1c(SCCC#N)nnc1-c1ccc(F)cc1	2	0.2	-1	1.7	-1	0.66	-16	2	2.9
COc1ccc(CCNC(=O)CSc2nc3c(c(=O)n(C)c(=O)n3C)n2C(C)C)cc1OC	-16	-0.9	5	-0.3	-15	nt	-9	-3[fluorescence artefact?]	-1.0
c1ccc2c(c1)CC(N1CCCCC1)c1ccccc1N2 (configuration not stated)	2	-0.9	20	-0.3	-4	0.71	-2	7[fluorescence artefact?]	2.5
CCOc1ccccc1C(=O)NC(CO)C(=O)O (configuration not stated)	-2	1.7	-40	1.1	-9	0.011	-13	4[fluorescence artefact?]	0.3
COc1ccccc1NC(=O)COC(=O)[C@@H]1CCCN1C(=O)c1cccs1	4	0.1	7	-0.8	-16	-0.041	2	-1	-3.0
NNC(=S)Nc1cccc(Cl)c1	nt	2.5	-9	-0.1	-8	2.6	-18	1	2.5
CC(=O)Nc1nc(-c2ccccc2)c(-c2ccccc2)o1	0	0.7	-17	2.3	-13	-1.7	-5	1	0.7
O=C(Nc1cccc(Cl)c1N1CCCC1)c1ccc([N+](=O)[O-])o1	-4	1.1	2	1.1	9	-0.33	-11	-3	-2.7
Cc1ccc(C(=O)CSc2n[nH]c(C)n2)cc1	-10	-0.2	4	0.0	-33	0.086	-23	2	0.0
C/C(CC(=O)Nc1cccc(C(F)(F)F)c1)=N\NC(=O)C(=O)NCC(C)C	nt	0.0	-26	0.2	-1	-1.4	4	2	0.6
Cc1cccc(C(=O)Nc2ccc(O)c3c(=O)cc(-c4ccccc4Cl)oc23)c1	9	0.1	-23	1.2	-9	0.13	nt	-2	0.7
O=C(Nc1ccncc1)c1ccc(S(=O)(=O)Nc2ccccc2)cc1	-12	0.8	-6	1.2	-15	-0.059	3	1	-2.2
CC(C)OC(=O)NCCOC(=O)Nc1ccc(Cl)c(Cl)c1	0	-1.4	11	1.6	-16	-1.3	-5	-3	1.5
Cc1ccc(NC(=S)Nc2cccc3cnccc23)cc1C	-10	-1.3	-9	0.9	-4	0.019	-2	-5	-0.7
CCCOc1ccc(CSC(=N)N)cc1C(=O)OC	9	0.3	3	1.9	-12	-0.16	-19	-4	6.5
O=C(Nc1cccnc1Cl)c1cc([N+](=O)[O-])ccc1Cl	11	0.8	-34	17	-19	0.82	-14	2	1.2
COc1cc(OC)cc(-n2nc(C(=O)NCCCN3CCOCC3)c3ccccc3c2=O)c1	-5	-0.2	0	0.0	-27	-0.044	-15	5	2.2
O=c1c2nnn(Cc3ccccc3)c2ncn1-c1ccccc1	-3	0.8	-14	0.1	1	-0.88	-4	-11	0.8
SMILES	Rad51 HR inh	PERK inh	m-calpain inh	L929 necroptosis	EBV gp42 inh	KCC2 mod	Mdm2 ligase inh	eIF4E 4G PPI	TNF death inh
COc1ccc(CNC(=O)N2CCN(c3ccc(F)cc3)CC2)cc1Cl	7	-0.1	7	1.0	5	-1.6	-7	0	-2.0
Cc1cnc(C(=O)OCC(=O)Nc2cc(S(=O)(=O)N3CCCCC3)ccc2Cl)cn1	11	0.6	12	-0.3	-10	-0.18	-40	1	0.4
O=C(CN(Cc1cccs1)C(=O)CNS(=O)(=O)c1ccc(Cl)cc1)NCc1ccco1	2	-0.5	-40	0.4	-4	nt	-8	4	0.5
CC(C)Cn1c(-c2ccncc2)n[nH]c1=S	22	0.2	-2	0.8	-6	0.15	-5	7	-0.5
CCCc1cc(=O)[nH]c(SCC(=O)Nc2cc(C)on2)n1	1	0.8	-22	0.9	-1	-0.1	-15	-1	2.4
CCOC(=O)c1ccccc1NC(=O)CSc1ncc(C(=O)OCC)c(N)n1	-2	0.4	-43	0.3	-3	-1.9	-15	-5	-1.9
CCc1c(C)sc(NC(=S)NC(C)C2CCCO2)c1C(=O)OC (configuration not stated)	35	2.1	9	0.7	3	1.5	-8	0	2.2
N/C(=N\OC(=O)COc1ccccc1)c1ccncc1	-7	1.2	7	0.2	-12	-0.25	-2	0	1.6
O=C(CCNC(=O)Cn1ccc2ccccc2c1=O)NCCN1CCc2ccccc2C1	3	0.7	-19	-0.5	-14	0.69	5	-2	-0.8
O=C(O)c1cc(C(=O)O)c(-c2ccccc2)c(C(=O)O)c1	1	1.4	8	0.2	-23	-0.086	-4	nt	0.5
CCN(CC)CCCNC(=O)Cn1cc2c(n1)CCC(C)C2 (configuration not stated)	3	-0.4	12	0.8	-3	1.2	-7	1	1.2
COc1ccc(-c2cc(C(F)(F)F)n3nc(C(=O)NCc4ccco4)c(Cl)c3n2)cc1	-8	0.1	-154	0.1	-19	1.2	-9	-3	-0.6
CCOC(=O)C1C(C#N)=C(N)OC(C)=C1c1ccncc1 (configuration not stated)	nt	1.6	-9	0.4	-20	nt	0	-3	-8.3
CCOC(=O)Cc1csc(NC(=O)c2cnc3scc(C)n3c2=O)n1	-10	0.3	nt	0.0	nt	-0.45	nt	nt	-1.0
Cc1cc(C)c(C)c(OCC(=O)O/N=C(\N)c2ccccn2)c1	-10	0.1	15	-0.5	8	-0.0069	-14	4	0.2
O=c1c(-c2cccc([N+](=O)[O-])c2)[n+]([O-])c2ccccc2n1O	10	0.4	-23	0.1	-11	-0.48	nt	1	0.6
COC(=O)CSc1nnc(-c2ccc(NS(=O)(=O)c3ccccc3)cc2)o1	0	1.1	4	0.2	-5	-0.12	-12	4	0.3
C=CCO/N=C/C1C(=O)CC(C)(C)CC1=O	3	0.1	16	1.2	3	0.96	-4	-8	0.4
CCOC(=O)C1=C(Nc2ccc(C)cc2)CC(C)(O)C(C(=O)OCC)C1c1ccccc1 (configuration not stated)	1	0.3	-17	0.1	-10	-0.67	-4	-2[fluorescence artefact?]	-3.5
COc1ccc(Cl)cc1N1C(=O)C2CCCN2C1c1ccc(F)cc1 (configuration not stated)	12	0.4	3	1.0	-11	-0.6	-14	2	1.5
C=CCc1ccccc1OCCn1ccnc1	1	1.5	13	0.8	-6	nt	-14	-7	0.1
NC(=O)c1cc2cc(Cl)ccc2o/c1=N/NC(=O)c1cccs1	19	-0.3	11	-0.3	-10	-0.025	-17	-2	-2.3
CCn1cc(C(=O)NCc2cccnc2)c2cc(OC)c(OC)cc2c1=O	1	0.4	-28	1.6	-22	0.99	-7	-2	0.9
CN(C)C(=O)/C(=C\c1cccc(Oc2ccccc2)c1)NC(=O)c1ccccc1	5	-0.5	2	0.5	0	-1.6	-11	-3[fluorescence artefact?]	0.3
COC(=O)c1ccc(/C=C(\C#N)c2nc3ccccc3s2)cc1	-9	-0.9	-61	-0.1	-14	0.58	-27	4[fluorescence artefact?]	-1.1

Complete entries from above.
COc1ccc(Cl)cc1N1C(=O)C2CCCN2C1c1ccc(F)cc1 (configuration not stated) as listed: Rad51 HR inh = 12; PERK inh = 0.4; m-calpain inh = 3; L929 necroptosis = 1.0; EBV gp42 inh = -11; KCC2 mod = -0.6; Mdm2 ligase inh = -14; eIF4E 4G PPI = 2; TNF death inh = 1.5
O=C(CN(Cc1cccs1)C(=O)CNS(=O)(=O)c1ccc(Cl)cc1)NCc1ccco1 as listed: Rad51 HR inh = 2; PERK inh = -0.5; m-calpain inh = -40; L929 necroptosis = 0.4; EBV gp42 inh = -4; KCC2 mod = nt; Mdm2 ligase inh = -8; eIF4E 4G PPI = 4; TNF death inh = 0.5

The listing continues.
SMILES	Rad51 HR inh	PERK inh	m-calpain inh	L929 necroptosis	EBV gp42 inh	KCC2 mod	Mdm2 ligase inh	eIF4E 4G PPI	TNF death inh
CCOC(=O)N1CCN(C(=O)C2CCN(S(=O)(=O)CC)CC2)CC1	-5	0.9	-12	1.5	-22	nt	3	-1[fluorescence artefact?]	-0.2
Fc1ccc(CSc2nnc(CN3CCOCC3)n2-c2ccccc2)c(Cl)c1	-8	-1.5	-10	0.7	-16	1.1	-19	4[fluorescence artefact?]	-0.4
COCCCNC(=O)CCNS(=O)(=O)c1ccc(C)cc1	1	0.3	9	0.0	-19	nt	-9	2	-2.9
CC(NC(=S)Nc1ccccc1)C1COc2ccccc2O1 (configuration not stated)	nt	0.2	-10	-0.2	0	-0.87	nt	2	-0.3
Cc1ccc(NS(=O)(=O)c2cccc(C(=O)Nc3c(C)n(C)n(-c4ccccc4)c3=O)c2)cc1	0	-0.1	11	-0.5	-13	nt	-9	2	-3.1
Cc1c(S(=O)(=O)c2ccccn2)c(N)n(Cc2ccccc2)c1C	nt	0.5	-2	-0.5	4	-0.5	3	-2	2.5
CN1C(=O)/C(=C\c2ccco2)N=C1c1ccc(Cl)cc1Cl	17	0.9	8	0.4	-23	0.14	3	4	2.0
CC(=O)c1cn(CC(=O)Nc2ccccc2)c2ccccc12	-7	0.7	-3	-0.6	-16	0.41	-27	8	-2.9

3 entries from above, in markdown:
| canonical_smiles | Rad51 HR inh | PERK inh | m-calpain inh | L929 necroptosis | EBV gp42 inh | KCC2 mod | Mdm2 ligase inh | eIF4E 4G PPI | TNF death inh |
| --- | --- | --- | --- | --- | --- | --- | --- | --- | --- |
| Fc1ccc(CSc2nnc(CN3CCOCC3)n2-c2ccccc2)c(Cl)c1 | -8 | -1.5 | -10 | 0.7 | -16 | 1.1 | -19 | 4[fluorescence artefact?] | -0.4 |
| COCCCNC(=O)CCNS(=O)(=O)c1ccc(C)cc1 | 1 | 0.3 | 9 | 0.0 | -19 | nt | -9 | 2 | -2.9 |
| CC(NC(=S)Nc1ccccc1)C1COc2ccccc2O1 (configuration not stated) | nt | 0.2 | -10 | -0.2 | 0 | -0.87 | nt | 2 | -0.3 |
